ER stress surv = protection against thapsigargin ER stress killing – CSM14.1 cells, ATP luminescence, primary screen; CSM14.1 thapsigargin ER stress survival; relative survival (cellular ATP), % at 15 µg/mL (by protocol); 48,000 compounds, 0.33% hits;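 active = survival measured by cellular ATP above 50% at 15 µg/ml in the first screen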;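 note: cell death triggered by about 15 µM thapsigargin; ATP read 24 h after thapsigargin was added; plate controls were thapsigargin with DMSO for no effect and DMSO without thapsigargin for full effect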
An asterisk follows results filed as active. This is a subset, so the mix of outcomes need not match the whole.

SMILES | ER stress surv
COc1ccc(C2=C/C(=C/c3cccc(OC)c3OC(C)=O)C(=O)O2)cc1 | -4
O=C(O)c1cccnc1SC1CC(=O)N(c2ccc([N+](=O)[O-])cc2)C1=O (stereo not drawn) | 7
O=C1OC(c2ccccc2)=N/C1=C/c1ccco1 | 10
O=C1c2ccccc2C(=O)c2cc(Sc3ccccc3)ccc21 | 8
C=CCC(Nc1ccccc1)c1ccco1 (stereo not drawn) | 4
Cc1cccc(/C=N/n2c(C)nnc2C)c1 | 9
CSc1ccc(/C=C/C(=O)c2ccc(NC(=O)c3cccs3)cc2)cc1 | 1
CCOC(=O)C1=C(C)N=C2SCC(=O)N2C1c1ccc(Cl)cc1 (stereo not drawn) | 12
O=C(Nc1nc(-c2ccccc2)cs1)c1ccncc1 | -1
CC(=O)c1ccc(NC(=O)CSc2ncn[nH]2)cc1 | 9
Cc1onc(-c2ccccc2Cl)c1C(=O)Nc1ccc(Oc2ccccc2)cc1 | 2
COc1ccc(/C=C(\NC(=O)c2ccccc2)C(=O)N/N=C/c2sccc2C)cc1 | 0
CCOc1cc(/C=C2\SC(N)=NC2=O)cc(Cl)c1O | -2
Cc1onc(-c2ccccc2Cl)c1C(=O)Nc1sc(C)c(C)c1C(=O)OC(C)C | 2
O=C(Oc1ccc2c(=O)c(Oc3ccccc3Br)coc2c1)c1ccccc1 | 0
COc1ccc([N+](=O)[O-])cc1N1C(=O)C2C3C=CC(C3)C2C1=O (stereo not drawn) | 2
Cc1c(NC(=O)c2ccc(-c3cccc([N+](=O)[O-])c3)o2)cccc1-c1nc2ccccc2s1 | 1
CC1=C(C(=O)OCc2ccccc2)C(c2sccc2C)NC(=S)N1 (stereo not drawn) | -1
CC(=O)N1CCN(c2ccc(NC(=O)/C=C/c3ccccc3)cc2)CC1 | 4
COc1ccc(C2C(C(=O)OCc3ccccc3)=C(C)NC3=C2C(=O)CCC3)c(OC)c1 (stereo not drawn) | -2
COc1cccc(NC(=O)/C=C/c2ccc(OC)c(Br)c2)c1 | 3
CCN(CC)S(=O)(=O)c1ccc(NC(=O)c2ccc(F)cc2)cc1 | 6
O=c1oc(-c2ccccc2Cl)nc2ccc(-c3ccc4nc(-c5ccccc5Cl)oc(=O)c4c3)cc12 | 11
S=C(Nc1ccccc1)Nc1ccc(Oc2ccccc2)cc1 | -1
Cn1cccc1CN1CCN(C(=O)c2ccc(F)cc2)CC1 | -5

Of the compounds above, these have four or more nitrogen atoms.
SMILES | ER stress surv
Cc1cccc(/C=N/n2c(C)nnc2C)c1 | 9
CC(=O)c1ccc(NC(=O)CSc2ncn[nH]2)cc1 | 9

(list continues)
SMILES | ER stress surv
CCN(CC)S(=O)(=O)c1cc(C(=O)NCc2ccccc2)ccc1Br | 18
COc1cc(C2Nc3ccccc3NC3=C2C(=O)CC(C)(C)C3)cc([N+](=O)[O-])c1O (stereo not drawn) | 8
CC(NC(=O)C1CC(=O)N(c2ccc(Br)cc2)C1)c1ccccc1 (stereo not drawn) | 9
COC(=O)c1cccc(NC(=O)COc2ccc(Br)c(C)c2)c1 | 8
C=CCOc1ccc2ccccc2c1/C=N/NS(=O)(=O)c1ccccc1 | 3
COc1ccc(N(CC(=O)Nc2cc(C)ccc2C)S(C)(=O)=O)cc1Cl | 8
COC(=O)c1ccccc1NC(=O)CN(c1cc(OC)ccc1OC)S(C)(=O)=O | 5
CNC(=O)CN(c1ccc(OC)cc1)S(=O)(=O)c1ccc(OC)c(OC)c1 | 6
COc1ccc(N2C(=O)CC(Sc3nc4ccccc4s3)C2=O)cc1 (stereo not drawn) | -3
Cn1c(/C=C2/C(=O)N(Cc3ccccc3)c3ccccc32)nc2ccccc2c1=O | 8
O=[N+]([O-])c1cc(C(F)(F)F)ccc1N/N=C/c1ccc(F)cc1 | 1
Clc1cccc(Cl)c1OCCCN1CCCC1 | -2
Cc1ccc(Cc2cnc(NC(=O)c3ccccc3Cl)s2)cc1 | -3
O=C(Cn1c(O)c(N=NC(=O)C(=O)Nc2ccc([N+](=O)[O-])cc2)c2ccccc21)Nc1ccccc1 | 7
COC(=O)c1cc(C)sc1NC(=O)C1(C)CC1(Br)Br (stereo not drawn) | 3
O=C(/C=C/c1ccc2c(c1)OCO2)Nc1ccccn1 | -24
COc1ccc(NC(=O)C2CCCN(Cc3ccccc3)C2)cc1OCC(C)C (stereo not drawn) | -1
N#C/C(=C\c1ccccc1Cl)c1nc(-c2cccs2)cs1 | 4
Cc1onc(-c2ccccc2)c1[N+](=O)[O-] | 2
O=C(/C=C/c1ccc(-c2cccc(Cl)c2Cl)o1)c1cccs1 | -2
CCN(CC)c1ccc(-n2c(O)c(C3=c4ccccc4=NC3=O)sc2=S)cc1 | 4
Cc1cc(/C=N/NC(=O)CC#N)c(C)n1-c1ccc(F)cc1 | 9
Cc1c(NC(=O)CCN2C(=O)S/C(=C\c3ccccc3)C2=O)c(=O)n(-c2ccccc2)n1C | 3
O=C(O)CSc1nnc(COc2ccccc2)n1-c1ccc(Cl)cc1 | 3
CCOC(=O)c1c(NC(=O)CSc2nccn2C)sc2c1CCCC2 | -7

An excerpt of these results, field by field:
Clc1cccc(Cl)c1OCCCN1CCCC1
  ER stress surv: -2
COC(=O)c1cccc(NC(=O)COc2ccc(Br)c(C)c2)c1
  ER stress surv: 8
O=C(O)CSc1nnc(COc2ccccc2)n1-c1ccc(Cl)cc1
  ER stress surv: 3

Part of the list above in order of SMILES length, highest first.
SMILES | ER stress surv
O=C(Cn1c(O)c(N=NC(=O)C(=O)Nc2ccc([N+](=O)[O-])cc2)c2ccccc21)Nc1ccccc1 | 7
COc1ccc([N+](=O)[O-])cc1N1C(=O)C2C3C=CC(C3)C2C1=O (stereo not drawn) | 2
Cc1cc(/C=N/NC(=O)CC#N)c(C)n1-c1ccc(F)cc1 | 9
CCOC(=O)c1c(NC(=O)CSc2nccn2C)sc2c1CCCC2 | -7
COC(=O)c1cc(C)sc1NC(=O)C1(C)CC1(Br)Br (stereo not drawn) | 3

Later entries
SMILES | ER stress surv
C/C(O)=C/c1nc2ccc([N+](=O)[O-])cc2nc1/C=C(/C)O | 2
CC(=O)N1N=C(C)CC1(O)c1cccnc1 (stereo not drawn) | 8
O=C(CN(Cc1ccccc1)S(=O)(=O)c1ccc(Br)cc1)N1CCOCC1 | 0
CCN(CC)C(=O)C(=O)N/N=C/c1ccco1 | 7
O=C1CCCC2=C1C(c1ccc(Cl)cc1)C1C(=O)c3ccccc3C1=N2 (stereo not drawn) | 4
CCCCOC(=O)c1ccc(NC(C)=O)cc1 | -3
N#C/C(=C\c1ccc(-c2cc(Cl)ccc2Cl)o1)C(=O)Nc1sc2c(c1C(N)=O)CCCC2 | 8
CCc1ccc(NC(=O)c2ccc(C)c([N+](=O)[O-])c2)cc1 | 3
O=C(c1ccncc1)N1CCN(C2CCCCC2)CC1 | 3
O=c1[nH]cc(N=Cc2cc(Br)ccc2O)c(=O)[nH]1 | 13
C=CCN=C(C)C1=C(O)C(C(=O)OC)C(C)(C)CC1=O (stereo not drawn) | 5
CCc1ccc(CN2CCN(Cc3ccc(OC)cc3OC)CC2)cc1 | 2
CCOC(=O)c1c[nH]c2c(OCC)cccc2c1=O | 6
CC(C)CC(=O)N1CCN(S(=O)(=O)c2ccc(Cl)cc2)CC1 | 6
Cc1sc(NC(=O)/C=C/c2ccccc2)c(C(N)=O)c1C | -6
COC(=O)c1c(N)sc(C)c1-c1ccc(F)cc1 | 0
O=[N+]([O-])c1ccccc1S(=O)(=O)NCCOc1ccc(Cl)cc1 | 8
Cc1ccc(/C=C2/SC(=O)N(c3ccccc3)C2=O)cc1 | 6
Cc1ccc2oc(-c3cc(NC(=O)c4cccnc4)ccc3O)nc2c1 | 14
Cc1nc2cc(NC(=O)c3ccccc3)ccc2n1C | -8
Cc1ccc(O)c(C(=O)CC(=O)c2ccc(Br)cc2)c1 | 4
COc1cccc(NC(=O)c2c(-c3c(Cl)cccc3Cl)noc2C)c1 | 11
CC(=O)c1cc(F)c(N2CCN(C(=O)c3cccs3)CC2)cc1C | -7
COc1cc(/C=C2/C(=O)N(c3ccc(Cl)c(C(=O)O)c3)N=C2C)ccc1Oc1nc2c(c(=O)n(C)c(=O)n2C)n1C | 0
O=C(NCc1cccc2ccccc12)c1ccccc1C(F)(F)F | 8

Fetched by structure from the list above (two):
SMILES | ER stress surv
COc1cccc(NC(=O)/C=C/c2ccc(OC)c(Br)c2)c1 | 3
Cc1cccc(/C=N/n2c(C)nnc2C)c1 | 9

Further structures.
SMILES | ER stress surv
COc1ccc2c(c1OC)C(=O)N(c1ccc(I)cc1)C2 | 0
CCN1C(=O)/C(=C\c2ccccc2OCCOc2cccc(OC)c2)SC1=S | 8
Cc1ccc(-c2csc(NC(=O)c3ccc([N+](=O)[O-])cc3Cl)n2)cc1 | 17
CCOC(=O)C1=C(O)/C(=C/c2ccc(O)cc2)SC1=Nc1ccc(Cl)cc1 | 4
O=C1c2ccccc2NC(c2ccc(O)cc2)N1c1ccc(Cl)cc1 (stereo not drawn) | -6
CC(=O)c1cccc(N2C(=O)C3C4C=CC(C5CC45)C3C2=O)c1 (stereo not drawn) | -4
O=C(NC(=S)Nc1ccc2ccccc2c1)c1ccco1 | 0
COC(=O)c1ccc(N(C(=O)C(F)(F)F)C2C=CS(=O)(=O)C2)cc1 (stereo not drawn) | -5
COc1ccc(S(=O)(=O)N=C2C=CC(=NS(=O)(=O)c3ccc(OC)cc3)C=C2)cc1 | 7
Nc1ncc2c(n1)CC(c1ccccc1)CC2=O (stereo not drawn) | 3
O=C1C(=O)N(CC2CCCO2)C(c2ccc(Cl)cc2)/C1=C(/O)c1ccccc1 (stereo not drawn) | 6
CCOC(=O)C1=C(O)/C(=C/c2ccc(C)o2)SC1=Nc1ccc([N+](=O)[O-])cc1 | 10
COc1ccc(OC)c(C2NC(c3cc(OC)ccc3OC)C(C)C(O)(c3ccc(F)cc3)C2C)c1 (stereo not drawn) | -6
O=[N+]([O-])c1cccc(S(=O)(=O)Nc2ccc(Cl)c(Cl)c2)c1 | -2
CC(=O)C1=C(O)C(=O)N(CCN2CCNCC2)C1c1ccccc1 (stereo not drawn) | 2
COc1ccc(CCNC(=O)c2ccc(Cl)c(Cl)c2)cc1OC | 6
CC(=O)Oc1cccc(N2C(=O)C3C4C=CC(CC4)C3C2=O)c1 (stereo not drawn) | -2
O=C(COC(=O)C1CC(=O)N(c2ccc(Cl)cc2)C1)c1ccccc1 (stereo not drawn) | 12
CCOC(=O)C1C(=O)C=C(c2ccc(C)cc2)CC1c1ccccc1 (stereo not drawn) | 7
COc1ccccc1NC(=O)c1cccc(S(=O)(=O)N2CCOCC2)c1 | 8
COc1cc2c(cc1OC)C(c1cc([N+](=O)[O-])ccc1OC(C)=O)N(C(C)=O)CC2 (stereo not drawn) | -2
CC1=C(C(=O)OC2CCCC2)C(c2ccccc2)C2=C(CC(c3ccc(Cl)cc3)CC2=O)N1 (stereo not drawn) | 16
c1ccc(C(c2ccccc2)N2CCN(c3nc4ccccc4n4cnnc34)CC2)cc1 | 8
NC1=NC(=O)/C(=C/c2ccc(OS(=O)(=O)c3cccc([N+](=O)[O-])c3)cc2)S1 | -1
COc1ccc(-c2csc(/C(C#N)=C\c3sccc3C)n2)cc1 | 12

Following part
SMILES | ER stress surv
O=C(Oc1ccc(/C=N/n2cnnc2)cc1)c1ccco1 | -4
Cc1ccccc1NC(=O)C(=O)NNC(=O)COc1ccc(Cl)cc1 | 10
CCOc1ccc(Cc2c(O)nc(SC)n(-c3ccccc3)c2=O)cc1 | -4
Oc1c(C=C2N=c3ccccc3=N2)sc(=S)n1-c1cccc(C(F)(F)F)c1 | 2
COc1ccc(OC)c(N=C(C)C2=C(O)CSC2=O)c1 | 6
O=C(Nc1ccc(Cl)cc1C(O)c1ccccc1)c1cnn2c1NC(c1ccccc1)CC2C(F)(F)F (stereo not drawn) | 8
NC(=O)c1c(NC(=O)c2ccco2)sc2c1CCCC2 | -5
Cc1cc(C)cc(NC(=O)/C=C/C(=O)O)c1 | 1
COc1ccc(/C=C/C(=O)c2ccc3c(c2)OCCO3)cc1OC | 12
COCCOC(=O)C1=C(C)NC2=C(C(=O)CC(C)(C)C2)C1c1cccc(Br)c1 (stereo not drawn) | 2
O=[N+]([O-])c1cccc(Cl)c1C1NN=C(c2ccccc2)S1 (stereo not drawn) | 2
O=C1c2ccc(-c3nc4ccccc4o3)cc2C(=O)N1CC1CCCO1 (stereo not drawn) | 8
CN1C(=O)C(=Cc2ccc(N3CCOCC3)cc2)C(=O)N(C)C1=O | 0
O=C(COc1ccc(Cl)cc1)Nc1ccc2oc(-c3ccccc3F)nc2c1 | 2
FC(F)(F)c1ccc(-c2nnc3ccc4ccccc4n23)cc1 | 3
Cc1ccc(C(=O)CCNc2ccc(Br)cc2)o1 | 16
O=C(Nc1nncs1)c1ccc2c(c1)OCO2 | 11
O=C(NCc1cccnc1)C(=O)N1CCCCC1 | 5
CC(C)CN1C(=O)c2ccc(C(=O)NC3CCCCC3)cc2C1=O | 9
COC(=O)/C=C1\Nc2cc([N+](=O)[O-])ccc2NC1=O | 3
Cc1ccccc1NC(=O)C1CCC(=O)N1 (stereo not drawn) | 3
O/N=C/c1cn(-c2ccccc2)nc1-c1ccc(F)cc1 | 4
O=C1c2ccccc2C(=O)c2c1cccc2S(=O)(=O)Nc1ccc(Cl)cc1 | -6
CCCNC(=O)C(F)(F)C(F)(F)C(=O)NCCC | 5
Clc1ccc(C=NN2CCN(Cc3ccccc3Cl)CC2)cc1Cl | 12
CCCn1c(/N=C/c2ccc3c(c2)OCO3)nc2ccccc21 | 3
NC(=O)C1CCN(C(=O)c2cnn(-c3ccccc3)c2NC(=O)c2cccc(F)c2)CC1 | 5
